Bioassay records deposited in PubChem by several laboratories.
RAM inhibit: inhibitors of the yeast RAM network | 1.8% of 190,000 active | inhibition, % at 50 µM | S. cerevisiae dse1pr::URA3 reporter, 5-FOA growth OD615, 2 d; analog-sensitive cbk1-as2 kinase mutant strain;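 active = inhibition above a set limit, 3 SD over mean compound inhibition, cut at about 8.4% in these data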;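 note: 0% = DMSO-only wells with no growth and 100% = 10 µM 1-NA-PP1 full growth; inhibition rescues growth on 5-FOA so higher OD means more RAM inhibition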
STAT3 act: activators of IL-6 induced STAT3 signaling; AID 871; U3A cells, IL-6 STAT3-luciferase reporter, luminescence; 100% = signal with IL-6 EC80 alone; activation (% of control), % at 5.6 µM; 0.91% of 190,000 active;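 active = activation above the screen-wide mean of compound activation plus 3 SD, cut at about 130% in these data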;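 note: 0% = background luminescence of wells with medium and substrate only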
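Test system: STAT3-luciferase reporter U3A cells; Detection: reporter luminescence signal; Times: 1 h compound pre-exposure, 6 h IL-6 stimulation, 37 °C; Benchmarks: IL-6-only high control; Also added: IL-6 stimulus at 33 ng/mL final.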
TLR4-MyD88 BLA: inhibitors of human TLR4-MyD88 binding | 0.18% of 200,000 active | AID 861 | HeLa CL3-4 TLR4/MyD88 BLA complementation, FRET ratio | O00206+Q99836 | inhibition, % at 8.4 µM; in the data active = inhibition above about 25%;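 note: 0% = vehicle and 100% = reference inhibitor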
Target sequence (O00206 whole entry, looked up): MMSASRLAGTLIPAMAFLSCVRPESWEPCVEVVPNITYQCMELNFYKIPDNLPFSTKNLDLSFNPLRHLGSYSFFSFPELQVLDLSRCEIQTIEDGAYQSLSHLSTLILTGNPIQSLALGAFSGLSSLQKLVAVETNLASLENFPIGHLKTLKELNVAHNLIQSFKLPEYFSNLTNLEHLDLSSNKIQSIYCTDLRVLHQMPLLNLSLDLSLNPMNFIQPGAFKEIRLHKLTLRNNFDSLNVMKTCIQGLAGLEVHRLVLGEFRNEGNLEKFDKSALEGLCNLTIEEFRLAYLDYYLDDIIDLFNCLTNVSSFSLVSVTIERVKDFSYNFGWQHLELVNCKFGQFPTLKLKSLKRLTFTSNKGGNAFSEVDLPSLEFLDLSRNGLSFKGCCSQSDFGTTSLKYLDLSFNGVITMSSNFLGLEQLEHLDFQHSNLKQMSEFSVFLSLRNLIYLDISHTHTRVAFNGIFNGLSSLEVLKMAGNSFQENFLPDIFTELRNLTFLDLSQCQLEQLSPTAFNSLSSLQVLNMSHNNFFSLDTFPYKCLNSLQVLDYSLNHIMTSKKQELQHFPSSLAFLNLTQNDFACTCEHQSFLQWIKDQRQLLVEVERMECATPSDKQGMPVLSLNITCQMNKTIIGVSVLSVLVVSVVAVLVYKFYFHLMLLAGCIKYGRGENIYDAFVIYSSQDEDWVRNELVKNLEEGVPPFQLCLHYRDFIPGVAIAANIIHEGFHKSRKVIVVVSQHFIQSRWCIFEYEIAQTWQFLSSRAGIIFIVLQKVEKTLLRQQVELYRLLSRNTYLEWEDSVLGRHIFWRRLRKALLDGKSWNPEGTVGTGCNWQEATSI
Target sequence (Q99836 whole entry, looked up): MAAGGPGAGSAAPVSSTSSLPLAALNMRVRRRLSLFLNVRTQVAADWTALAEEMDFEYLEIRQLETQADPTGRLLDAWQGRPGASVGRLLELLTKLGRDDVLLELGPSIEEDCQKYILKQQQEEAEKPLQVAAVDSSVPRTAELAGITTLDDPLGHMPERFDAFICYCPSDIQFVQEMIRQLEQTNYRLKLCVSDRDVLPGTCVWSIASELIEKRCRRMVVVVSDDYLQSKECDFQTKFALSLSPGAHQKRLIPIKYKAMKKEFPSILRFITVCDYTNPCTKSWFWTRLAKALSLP
SRC2 TRFRET art: flags TR-FRET format artefacts in PPARgamma SRC-2 recruitment agonist screen | TR-FRET artefact counter-screen; active compounds read high | TR-FRET ratio at 8 µM | 0.4% of 200,000 active | AID 1049; in the data active = TR-FRET ratio above about 2000; note: inactives centre near 1500
PPARg SRC-3 ag: promotes SRC-3 coactivator recruitment by human PPARgamma; AID 731; 0.26% of 200,000 active; activation, % at 8 µM; P37231; biochemical PPARgamma/SRC-3 coactivator recruitment assay; in the data active = activation above about 23%;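 note: 0% = DMSO and 100% = reference agonist; some compounds past the cut are filed as inactive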
STAT3 inh: inhibitors of IL-6 induced STAT3 signaling | inhibition, % at 5.5 µM | 0.89% of 190,000 active | U3A cells, IL-6 STAT3-luciferase reporter, luminescence; host cell line lacks STAT1;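 active = inhibition above the mean inhibition across all screened compounds plus 3 SD, cut at about 44% in these data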;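 note: 0% = DMSO only wells and 100% = 100 µM nifuroxazide control wells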
S1P3 antag: antagonists of human S1P3 receptor. inhibition, % at 4.98 µM. CHO S1P3 NFAT-BLA reporter, FRET fluorescence, antagonist mode. AID 485. 0.27% of 170,000 active;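 active = inhibition above the plate cutoff, the mean inhibition of test wells on that plate plus 3 SD, cut at about 28% in these data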;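 note: cells challenged with S1P at its EC80 of 0.8 µM; blue over green emission ratio from cleaved BLA substrate after 4 h stimulation; 0% = S1P-stimulated wells and 100% = unstimulated DMSO-only wells; some compounds past the cut are filed as inactive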
PPARg SRC1 recr: agonists of human PPARgamma SRC-1 coactivator recruitment | PPARgamma-SRC-1 coactivator recruitment biochemical assay | activation, % at 8 µM | 0.41% of 200,000 active; in the data active = activation above about 19%;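 note: 0% = DMSO and 100% = reference agonist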
STAT1 blocker: reduces IFN-gamma driven STAT1 reporter signal; NIH 3T3 STAT1-luciferase reporter, luminescence; inhibition, % at 5.5 µM; 0.35% of 200,000 active;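 active = inhibition above a set limit, the mean inhibition across all tested compounds plus 3 SD, cut at about 34% in these data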;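 note: 0% = IFN-gamma with DMSO and 100% = IFN-gamma with 300 µM nifuroxazide; values of inactives mirror those of a sister screen read the other way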
ROMK primary: modulates human ROMK potassium channel activity | 2% of 130,000 active | Tet-inducible ROMK, thallium flux fluorescence; actives lie on both sides | B-score at 10 µM | P48048 | AID 1918;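 active = signal ratio slope over the read window, or its plate-corrected B-score, at least 3 SD from the plate mean, either direction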;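 note: B-score of the F/F0 ratio slope over 7 to 12 s after thallium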
PPARg SRC-2 ag: PPARgamma-driven SRC-2 recruitment agonism. P37231. PPARgamma LBD-SRC-2 recruitment, biochemical. activation, % at 8 µM. 0.34% of 200,000 active; in the data active = activation above about 22%;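 note: 0% = vehicle and 100% = reference agonist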
Numbers without * were called inactive; . = not tested or not shown.

SMILES	RAM inhibit	STAT3 act	TLR4-MyD88 BLA	SRC2 TRFRET art	PPARg SRC-3 ag	STAT3 inh	S1P3 antag	PPARg SRC1 recr	STAT1 blocker	ROMK primary	PPARg SRC-2 ag
CC(=O)N1CN(C2CC(C)(C)NC(C)(C)C2)Cc2c1sc1c2CCCC1	0.4	93	-1	1561	-1	11	-3	1	11	.	-1
O=C(Nc1nc(-c2ccccc2)cs1)c1ccc(Br)o1	3.8	82	-3	1722	-8	26	17	6	-5	-0.014	3
CC1CC(=O)N(c2ccc(N(C)Cc3ccccc3)c([N+](=O)[O-])c2)C1=O (stereo not drawn)	1.4	101	-2	1682	3	6	3	2	-13	-1	7
Cc1ccc(-c2nnc(NCc3nc4ccccc4[nH]3)c3ccccc23)cc1S(=O)(=O)N1CCCCC1	2.1	105	0	1948	0	-2	4	5	5	.	5
N#Cc1ccsc1NC(=O)CN1CCN(c2ccc(O)cc2)CC1	-0.3	91	3	1440	1	11	-4	7	1	0.46	-1
Cc1cccc(N2CCN(C(=O)C3CCCN(S(=O)(=O)c4cnc[nH]4)C3)CC2C)c1 (stereo not drawn)	0.1	100	-11	1621	9	2	-6	4	-1	.	6
COc1ccc2[nH]c(=O)c(CN(Cc3ccco3)Cc3nnnn3Cc3ccccc3)cc2c1	9.7*	98	2	1429	9	11	-20	0	10	.	3
Cc1ccc(-n2cc(CN3CCNC(=O)CC3)c(-c3cccc(C)c3)n2)cc1	2.1	83	4	1495	-3	23	7	5	-12	-0.17	-3
COC(=O)Cn1nc(-c2ccc(C)cc2)c2ccccc2c1=O	0.8	98	-2	1506	2	4	7	2	4	0.34	-3
O=C(Nc1cc(C(F)(F)F)ccc1Cl)C(=O)N1CCCCC1	0.0	97	-8	1430	0	9	-2	0	-1	.	-3
Brc1ccc(-c2nc3ccccc3s2)s1	5.8	105	1	3008*	93*	4	15	71*	-41	.	63*
CC(C)(C)C(=O)NC(=S)N1CCOCC1	-0.8	96	8	1426	1	4	-2	-8	1	-0.0069	-4
CC(C)(C)c1ccc(S(=O)(=O)CC(O)CSc2nc3c(cc2C#N)CCCC3)cc1 (stereo not drawn)	5.1	98	-17	1571	-1	7	.	2	-2	.	1
COc1ccc(C(=O)NCc2ccccc2)cc1Br	6.4	108	-2	1311	-1	-4	-7	-4	-5	.	-7
O=S1(=O)c2cccc3cccc(c23)N1Cc1ccc(-c2nnco2)cc1	3.5	96	5	1479	6	6	28	6	-3	-1.4	-2
C[N+]1(CCCCCCC(=O)/C=N/O)CCCCCC1	0.5	102	-4	1551	7	-1	.	4	6	-1	5
CN1CCN(S(=O)(=O)c2cccc(C(=O)Nc3ccccc3N3CCOCC3)c2)CC1	0.0	105	-11	1718	7	-3	-3	1	-2	.	0
COc1ccc(C(=O)Nc2ccccc2C(=O)O)cc1Cl	3.0	92	-7	1736	1	7	-6	2	-30	0.063	0
CN(C)S(=O)(=O)c1ccc2c(c1)nc(CCC(=O)NCC1CCCCC1)n2C	-1.3	102	-7	1570	3	6	-3	0	-7	.	-4
COC(=O)c1ccc(CSc2ncnc3sc(C)c(C)c23)o1	3.1	97	5	1458	-1	8	-8	-2	7	-1.3	4
Cn1c(N2CCC(C(N)=O)CC2)nc2c1c(=O)n(Cc1ccc(Br)cc1)c(=O)n2C	.	89	-3	1495	10	15	-13	0	0	.	4
O=C1CC(C2CCCO2)C(=O)N1c1cccc(Cl)c1 (stereo not drawn)	-0.4	109	13	1562	5	-4	-31	4	-10	.	1
N#C/C(=C\c1ccc(-c2ccc(C(=O)O)cc2)o1)C(=O)NCC1CCCO1 (stereo not drawn)	1.6	106	4	1705	5	-10	-5	4	-9	1.3	-1
CN1C(=S)N(c2cccnc2)C(=O)/C1=C\c1ccc(N(C)C)cc1	2.8	93	-12	1762	9	15	-6	8	-9	-5.5*	14
O=C1c2ccccc2C(=O)c2c(NCCCN(CCO)CCO)cccc21	-0.4	105	2	1848	9	-1	8	19	-18	-1.1	5

10 of the compounds above, comma-delimited.
Compound,RAM inhibit,STAT3 act,TLR4-MyD88 BLA,SRC2 TRFRET art,PPARg SRC-3 ag,STAT3 inh,S1P3 antag,PPARg SRC1 recr,STAT1 blocker,ROMK primary,PPARg SRC-2 ag
CC(=O)N1CN(C2CC(C)(C)NC(C)(C)C2)Cc2c1sc1c2CCCC1,0.4,93,-1,1561,-1,11,-3,1,11,.,-1
O=C(Nc1nc(-c2ccccc2)cs1)c1ccc(Br)o1,3.8,82,-3,1722,-8,26,17,6,-5,-0.014,3
CC1CC(=O)N(c2ccc(N(C)Cc3ccccc3)c([N+](=O)[O-])c2)C1=O (stereo not drawn),1.4,101,-2,1682,3,6,3,2,-13,-1,7
Cc1ccc(-c2nnc(NCc3nc4ccccc4[nH]3)c3ccccc23)cc1S(=O)(=O)N1CCCCC1,2.1,105,0,1948,0,-2,4,5,5,.,5
N#Cc1ccsc1NC(=O)CN1CCN(c2ccc(O)cc2)CC1,-0.3,91,3,1440,1,11,-4,7,1,0.46,-1
Cc1cccc(N2CCN(C(=O)C3CCCN(S(=O)(=O)c4cnc[nH]4)C3)CC2C)c1 (stereo not drawn),0.1,100,-11,1621,9,2,-6,4,-1,.,6
COc1ccc2[nH]c(=O)c(CN(Cc3ccco3)Cc3nnnn3Cc3ccccc3)cc2c1,9.7*,98,2,1429,9,11,-20,0,10,.,3
Cc1ccc(-n2cc(CN3CCNC(=O)CC3)c(-c3cccc(C)c3)n2)cc1,2.1,83,4,1495,-3,23,7,5,-12,-0.17,-3
COC(=O)Cn1nc(-c2ccc(C)cc2)c2ccccc2c1=O,0.8,98,-2,1506,2,4,7,2,4,0.34,-3
O=C(Nc1cc(C(F)(F)F)ccc1Cl)C(=O)N1CCCCC1,0.0,97,-8,1430,0,9,-2,0,-1,.,-3

2 of the compounds above, field by field:
O=C(Nc1cc(C(F)(F)F)ccc1Cl)C(=O)N1CCCCC1
  RAM inhibit = 0.0 | STAT3 act = 97 | TLR4-MyD88 BLA = -8 | SRC2 TRFRET art = 1430 | PPARg SRC-3 ag = 0 | STAT3 inh = 9 | S1P3 antag = -2 | PPARg SRC1 recr = 0 | STAT1 blocker = -1 | ROMK primary = . | PPARg SRC-2 ag = -3

O=C1c2ccccc2C(=O)c2c(NCCCN(CCO)CCO)cccc21
  RAM inhibit = -0.4 | STAT3 act = 105 | TLR4-MyD88 BLA = 2 | SRC2 TRFRET art = 1848 | PPARg SRC-3 ag = 9 | STAT3 inh = -1 | S1P3 antag = 8 | PPARg SRC1 recr = 19 | STAT1 blocker = -18 | ROMK primary = -1.1 | PPARg SRC-2 ag = 5

Next section.
SMILES	RAM inhibit	STAT3 act	TLR4-MyD88 BLA	SRC2 TRFRET art	PPARg SRC-3 ag	STAT3 inh	S1P3 antag	PPARg SRC1 recr	STAT1 blocker	ROMK primary	PPARg SRC-2 ag
Cc1cccc(CN2CCN(C3CCCC3)C(CCO)C2)n1 (stereo not drawn)	0.5	103	-5	1633	3	-2	-28	6	2	0.76	8
Cc1cc(C)cc(N(CC(=O)NCCSCc2ccccc2)S(C)(=O)=O)c1	-0.4	102	5	1658	4	0	-13	5	9	-0.032	7
CN(C(=O)Cc1noc2ccccc12)c1ccccc1	-0.4	83	4	1354	-3	23	-2	-2	0	-0.046	-1
Cc1ccc(NC(=O)c2ccc(NCCN)c([N+](=O)[O-])c2)cc1Cl	0.4	108	1	1358	5	-7	28	10	1	-2.3	-2
COc1ccc(N(C(=O)c2cccnc2)S(=O)(=O)c2cccc([N+](=O)[O-])c2)cc1	0.9	98	-5	1579	6	9	1	2	-6	.	3
COc1ccc(NS(=O)(=O)c2ccc(N/N=C(\C)c3ccncc3)c([N+](=O)[O-])c2)cc1	1.6	76	-4	1399	5	31	9	7	14	.	-6
C/C(=N\NC(=O)CCCNc1cccc(C)c1)c1ccncc1	0.6	104	-2	1491	-1	-3	-24	-2	0	-0.31	4
C/C(=N/NS(=O)(=O)c1ccccc1)c1ccc(NC(=O)C2CC2)cc1	2.0	101	-7	1612	-1	4	-4	0	-11	0.17	10
c1ccc(Cn2nnc3cnccc32)cc1	0.1	91	8	1495	-9	16	-10	-4	8	.	-2
CCN(C(=O)COC(=O)C(Cc1ccccc1)N1C(=O)c2ccccc2C1=O)C1CCS(=O)(=O)C1 (stereo not drawn)	3.4	97	1	1373	-4	9	.	-1	0	0.0041	6
CSc1nc2ccccc2cc1/C=C(\C#N)c1ccc(Cl)c(Cl)c1	5.3	96	5	1691	1	5	.	0	0	.	2
COc1ccc(-c2nnc(NC(=O)CSc3ccccc3)s2)cc1OC	2.9	103	3	1673	-1	-4	6	-2	4	.	-5
COc1cc([N+](=O)[O-])ccc1NC(=S)Nc1cc(C(=O)OC(C)C)cc(C(=O)OC(C)C)c1	1.1	109	6	1558	0	-16	6	0	-4	.	5
CCc1cc(=O)n2c([nH]c3ccccc32)c1C#N	3.3	110	8	1272	-10	-5	.	-6	-4	-2.7	-4
COC(=O)c1ccc(CON2C(=O)c3ccccc3C2=O)cc1	1.0	88	0	1533	7	18	.	-5	-10	0.54	7
CCn1c2ccccc2c2cc(/C=N/O)ccc21	-2.3	95	9	1530	1	10	0	-3	-16	0.04	1
CC(=O)c1cccc(NC(=S)NCCc2ccc(F)cc2)c1	0.9	104	-8	1539	3	2	-3	1	-5	-0.051	2
Cc1ccc(CNC(=O)CCCn2c(=O)c3ccccc3n(CC(=O)NCc3ccco3)c2=O)cc1	2.9	100	4	1586	-1	2	4	0	4	0.63	8
CCOC(=O)C1CCN(Cc2cn[nH]c2-c2ccc(C)cc2)CC1	-1.8	99	-7	1374	-7	6	-20	1	2	0.81	-11
O=C(Nc1ccc(F)c(Cl)c1)C1CC(=O)n2c(nc3ccccc32)N1 (stereo not drawn)	2.6	90	4	1384	2	14	-3	-4	-7	-0.032	-8
COc1cccc(NC(=O)C2C3C=CC(O3)C2C(=O)NCc2cccnc2)c1 (stereo not drawn)	0.1	99	-1	1489	8	8	.	4	3	.	5
COc1ccc(C2(CNC(=O)c3cccc([N+](=O)[O-])c3)CCOCC2)cc1	3.0	98	10	1422	-3	3	11	-6	-6	0.85	0
Cn1c(SCC(=O)Nc2ccc(Br)cc2F)nnc1-c1ccco1	3.4	95	3	1396	0	8	-14	0	-3	-1.4	-2
COC(=O)C1[C@H]2C(=O)N(Cc3cccs3)C[C@]23C=C[C@H]1O3 (stereo partly drawn)	0.0	97	2	1673	2	5	-35	10	5	-0.43	6
Cc1cc(/C=N/NC(=O)CC2(C)OCCO2)c(C)n1-c1cc(Cl)cc(Cl)c1	-1.4	94	-5	1580	12	8	.	4	-1	.	10
Fc1ccccc1CSc1nncn1NCc1cccs1	1.3	106	-6	1441	-6	-3	.	-5	-3	-0.95	-5
C[C@@H]1C=C(C(=O)N2CCN(C)CC2)O[C@H](OCc2ccc(CO)cc2)C1	0.2	.	-5	1446	0	.	-5	-3	5	.	-1
Nc1ccc(C(=O)N(CCO)CCO)cc1	1.6	105	-4	1384	-3	-4	-15	-6	-3	0.64	-9
Cc1ccc(/C=C2/NC(=O)N(Cc3ccccc3F)C2=O)o1	1.7	110	9	1572	-6	-18	-31	-2	1	.	0
